MrgX1 agonist: activates human MrgX1 receptor signaling | Q96LB2 | MrgX1-HEK293 cells, Fluo-4 calcium fluorescence, agonist mode; hits give high values | B-score at 10 µM | hit rate 0.44% among 310,000;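 active = calcium response B-score plate-corrected fluorescence ratio at least 3 library SD, with starting fluorescence B-score inside 5 SD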
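Material: MrgX1-expressing HEK293 cells; input: 15,000 cells per well; doses: test compound given as first of three sequential additions; schedule: overnight plating before 1 h dye loading; technique: Fluo-4 NW calcium-flux fluorescence, kinetic read; evaluation: baseline-normalised fluorescence change ratio, B-scored; control set: plate-wise positive and negative controls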
KCNK3 inh: human KCNK3 channel inhibition, primary screen | B-score at 10 µM | hit rate 0.84% among 340,000 | CHO-KCNK3 thallium flux, FluxOR fluorescence; hits give low values | O14649;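 active = B-score under library mean minus 4 SD, starting fluorescence ratio at most library mean plus 5 SD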;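 note: more negative B-score means stronger inhibition of thallium flux through KCNK3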
hERG protect: hERG (human) protection from proarrhythmic block; CHO-hERG, FluxOR thallium flux, dofetilide IC70 present; activation (rescue from dofetilide block), less the hit threshold, % at 10 µM; hit rate 0.51% among 310,000; Q12809;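 active = activation above the mean of controls blocked by dofetilide plus 5 SD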;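 note: thallium influx through hERG after potassium depolarization seen as dye fluorescence rise; in these data hits start at about 4.7%; inactives centre near -7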
KCNQ1 pot: human KCNQ1 channel potentiation or activation | hit rate 0.35% among 310,000 | P51787 | B-score at 10 µM | CHO-K1 KCNQ1, thallium flux FluxOR fluorescence; hits give high values;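 active = fluorescence ratio B-score, a plate-corrected score, at least three library SD, with initial intensity B-score within 5 SD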
Target sequence (P51787 whole entry, looked up): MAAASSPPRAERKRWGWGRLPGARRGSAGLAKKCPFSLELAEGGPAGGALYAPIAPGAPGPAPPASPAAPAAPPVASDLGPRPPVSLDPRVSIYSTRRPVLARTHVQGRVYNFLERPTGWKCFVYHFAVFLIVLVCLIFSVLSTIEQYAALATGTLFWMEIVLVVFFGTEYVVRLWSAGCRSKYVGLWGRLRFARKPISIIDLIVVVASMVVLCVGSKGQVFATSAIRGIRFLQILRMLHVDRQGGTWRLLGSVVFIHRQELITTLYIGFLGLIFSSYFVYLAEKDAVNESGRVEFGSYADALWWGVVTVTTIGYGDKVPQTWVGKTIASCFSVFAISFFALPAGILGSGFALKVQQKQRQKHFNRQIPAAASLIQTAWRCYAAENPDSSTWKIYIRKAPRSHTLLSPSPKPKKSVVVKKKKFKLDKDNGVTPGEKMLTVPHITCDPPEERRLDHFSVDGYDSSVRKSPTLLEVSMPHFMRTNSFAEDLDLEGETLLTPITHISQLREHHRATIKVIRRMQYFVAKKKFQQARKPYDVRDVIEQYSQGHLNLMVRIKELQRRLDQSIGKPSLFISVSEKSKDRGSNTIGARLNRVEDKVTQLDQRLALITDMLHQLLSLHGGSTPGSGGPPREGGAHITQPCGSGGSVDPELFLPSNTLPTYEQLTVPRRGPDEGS
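Doses: Single concentration per compound, DMSO matched to controls | Test system: KCNQ1-transfected CHO-K1 cells | Timing: 90 min dye loading and 20 min compound exposure, both at room temperature | Measured by: Kinetic FluxOR thallium fluorescence, 10-s 1-Hz baseline, 110-s post-stimulus read | Medium: Assay buffer with matched DMSO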
TMEM16A act: activators or potentiators of mouse TMEM16A chloride channel; B-score at 10 µM; hit rate 0.3% among 340,000; AID 623877; HEK293 TMEM16A/YFP-H148Q/I152L, iodide quench fluorescence; hits give low values;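 active = fluorescence-ratio B-score plate-corrected deviation score at least 3 library SD below zero, with starting fluorescence score within 5 deviations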;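 note: channel opened by trigger with iodide after compound preincubation; score built on the fluorescence ratio of max minus min over baseline; more negative score means more quench and so TMEM16A activation or potentiation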
RGS4 block: inhibitors of human RGS4; P49798; hit rate 0.45% among 310,000; B-score at 10 µM; HEK293 M3R/RGS4 inducible, Fluo-4 calcium flux; hits give high values; triggered by carbachol at its EC20; AID 463165;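 active = B-score, a plate-corrected calcium signal, over three deviations above library mean, with baseline fluorescence within five deviations of library mean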;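 note: RGS4 expression induced by doxycycline in cells with stable M3 receptor; B-score is computed from the integrated fluorescence ratio over baseline after carbachol; higher B-score means a larger calcium signal and so more RGS4 inhibition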
Target sequence (P49798 whole entry, looked up): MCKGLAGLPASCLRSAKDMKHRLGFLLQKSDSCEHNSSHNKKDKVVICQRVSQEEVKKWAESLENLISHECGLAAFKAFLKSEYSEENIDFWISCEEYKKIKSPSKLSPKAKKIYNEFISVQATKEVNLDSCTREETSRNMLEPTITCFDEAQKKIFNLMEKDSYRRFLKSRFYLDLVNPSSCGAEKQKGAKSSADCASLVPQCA
TMEM16A inh: inhibitors of mouse TMEM16A calcium-activated chloride channel; normalized B-score (activity score, 25-100; higher = stronger inhibition) at 10 µM; Q8BHY3; hit rate 1.2% among 310,000; HEK293 TMEM16A/YFP iodide influx fluorescence, ionomycin;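 active = ratio plate-corrected score three or more library SD toward inhibition, starting fluorescence score within five deviations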;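 note: score derived from kinetic fluorescence span divided by baseline fluorescence per well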
KCNK9 inh: inhibitors of human KCNK9 two-pore domain potassium channel. Q9NPC2. HEK293 KCNK9, FluxOR thallium flux fluorescence; hits give low values. B-score at 10 µM. hit rate 1.2% among 310,000. AID 488922;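 active = ratio B-score over 3 SD below the library mean, with starting fluorescence within 5 SD of its mean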;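 note: negative B-score means less thallium flux so channel inhibition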
RGS4 pot: RGS4 potentiation or activation; HEK293 M3R/inducible RGS4, carbachol calcium flux Fluo4; hits give low values; B-score at 10 µM; hit rate 0.92% among 310,000;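 active = B-score of the integrated calcium signal more than 4 SD below the library mean, with starting fluorescence not abnormally high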;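 note: negative B-score means reduced calcium response which marks RGS4 activation or potentiation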
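System: HEK293 FlpIn-TREx cells, stable M3R, doxycycline-inducible RGS4. Timing: overnight RGS4 induction, 30 min dye load 37 °C, 20 min compound RT. Also added: carbachol, ECmax concentration. Measured by: Fluo4 fluorescence kinetic imaging of calcium. Evaluation: integrated calcium ratio converted to B score.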
MrgX1 allo act: human MrgX1 positive allosteric modulation, primary screen; MrgX1-HEK293, Fluo-4 calcium flux, FDSS; hits give high values; B-score at 10 µM; hit rate 0.63% among 310,000;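 active = plate-corrected calcium response at least 3 library SD above typical, normal starting fluorescence, not activating the receptor alone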;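 note: compound read alongside a low EC10 to EC30 dose of BAM8-22 agonist; peak minus trough fluorescence over baseline measured at the second addition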
KCNQ1 block: human KCNQ1 channel inhibition. CHO-K1 KCNQ1, FluxOR thallium flux fluorescence; hits give high values. P51787. B-score at 10 µM. hit rate 1.3% among 310,000;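 active = compounds whose thallium flux B-score, printed positive for inhibition, exceeds three library SD while starting fluorescence stays within three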;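 note: channel opened by potassium depolarization with thallium stimulus after 20 min compound exposure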
Active calls of the source: *; i = inactive; . = no result given.

SMILES,MrgX1 agonist,KCNK3 inh,hERG protect,KCNQ1 pot,TMEM16A act,RGS4 block,TMEM16A inh,KCNK9 inh,RGS4 pot,MrgX1 allo act,KCNQ1 block
Cc1cc(S(=O)(=O)ON2C(=O)c3ccccc3C2=O)ccc1F,i,i,-11.1,i,i,i,i,i,i,i,i
CCCCc1nc2cc(C(=O)N3CCCC(COC)C3)ccc2o1 (configuration not stated),i,i,-6.1,i,i,i,i,i,i,i,i
COc1ccc([N+](=O)[O-])cc1NC(=O)C(C)OC(=O)c1ccccn1 (configuration not stated),i,i,-5.0,i,i,i,i,i,i,i,i
Fc1ccc(COc2ccccc2CNCc2ccncc2)cc1,i,i,-4.0,i,i,i,i,i,i,i,i
COc1ccc2c(c1)-c1c(ssc1=S)C(C)(C)N2S(=O)(=O)c1ccc(C)cc1,i,i,-12.4,i,i,i,i,i,i,i,i
Cc1ccc(NC(=O)C(C)Sc2nnc(-c3cccnc3)o2)cc1 (configuration not stated),i,i,-9.0,i,i,i,i,i,i,i,i
O=C(COC(=O)C1=COCCO1)NCc1ccc(F)cc1,i,i,-16.8,i,i,i,i,i,i,i,i
Cc1ccc(NC(=O)CN2C(=O)S/C(=C\c3cc(C)n(-c4cccc(C(=O)O)c4)c3C)C2=O)cc1,i,i,-15.1,i,i,i,i,i,i,i,i
CCCCOc1ccc(NC(=O)CSc2cccc3cccnc23)cc1,i,i,-5.5,i,i,i,i,i,i,i,i
Oc1ccc(NCc2ccc(OCc3ccccc3)cc2)cc1,i,i,-2.5,i,i,i,i,i,i,i,i
CN1CCN(c2nc(Nc3cccc(C(F)(F)F)c3)nc(N3CCOCC3)n2)CC1,i,i,-22.0,i,i,i,i,i,i,i,i
Cc1c(OC(C)C(=O)NCc2ccncc2)ccc2c3c(c(=O)oc12)CCCC3 (configuration not stated),i,i,-9.9,i,i,i,i,i,i,i,i
CCN(CCNC(=O)C1=C(C)C(=O)OC12CCC(C)CC2)c1ccccc1 (configuration not stated),i,i,-7.7,i,i,i,i,i,i,i,i
CCOC(=O)C(C(=O)NCc1ccc(C)cc1)c1ncc(C(F)(F)F)cc1Cl (configuration not stated),i,i,-8.4,i,i,i,i,i,i,i,i
O=C1/C(=C/c2ccco2)SC(=S)N1c1cccnc1,.,i,-12.9,i,i,i,.,i,i,.,i
Cc1ccc(S(=O)(=O)N2CC(=NO)C2)cc1,i,i,-11.4,i,i,i,i,i,i,i,i
Cc1csc2nc(CNC(=O)C3CC=CCC3C(=O)O)cn12 (configuration not stated),i,i,-10.1,i,i,i,i,i,i,i,i
C/C(=N/NC(=O)c1ccc(C)s1)c1cccc(NC(=O)COc2ccc(Cl)cc2C)c1,i,i,-5.1,i,i,i,i,i,i,i,i
CNC(=O)c1cc2ccc(OC)cc2oc1=O,i,i,-5.1,i,i,i,i,i,i,i,i
CC1=C/C(=N\NC(=S)Nc2cccnc2)CC(C)(C)C1,.,i,-10.5,i,i,i,.,i,i,.,i
Cc1ccc(NC(=O)COc2ncnc3c(Cl)cc(Cl)cc23)cc1[N+](=O)[O-],i,i,-7.8,i,i,i,i,i,i,i,i
Cn1c(CSCc2ccc(F)cc2)nnc1SCC(=O)Nc1nccs1,i,i,-6.5,i,i,i,i,i,i,i,i
O=C(CN1CCCC1)NN=C(c1ccccc1)c1ccccc1,i,i,-3.6,i,i,i,i,i,i,i,i
CSCC(=O)N1CCCC(N2CCN(c3ccc(F)cc3)CC2)C1 (configuration not stated),i,i,-5.0,i,i,i,i,i,i,i,i
Cc1cccc(C)c1NC1=NCCCCC1,i,i,-12.5,i,i,i,i,i,i,i,i
NC(=O)CCS(=O)(=O)c1ccc(Cl)cc1,i,i,6.4*,i,i,i,i,i,i,i,i
CC(C)(C)NC(=O)CSc1nnc(-c2c[nH]c3ccccc23)o1,i,i,-6.7,i,i,i,i,i,i,i,i
CC1=NN(C(N)=S)C(=O)C1N=Nc1ccc(Cl)cc1Cl (configuration not stated),i,i,-7.6,i,i,i,i,i,i,i,i
CC1(C)CCC(C)(C)NC(=S)N1,i,i,-3.8,i,i,i,i,i,i,i,i
CCOc1ccc(-n2c(N)c(C(=O)NCc3cccnc3)sc2=S)cc1,i,i,-3.0,i,i,i,i,i,i,i,i
N/C(Cc1ccc([N+](=O)[O-])cc1)=N\OC(=O)C(c1ccccc1)c1ccccc1,i,-9.65*,-4.5,i,i,i,i,-10.1*,i,i,i
Cc1cc(=O)n2c(-c3ccccc3C)n[nH]c2n1,i,i,-2.9,i,i,i,i,i,i,i,i
Cc1cccc(C)c1NC(=O)c1cc(S(=O)(=O)N2CCc3ccccc32)cn1C,i,i,-5.4,i,i,i,i,i,i,i,i
COc1ccc(C(=O)Nc2cccc(OC)c2)cc1,i,i,-7.1,i,i,i,i,i,i,i,i
O=C(NCC1CCCO1)c1ccc(Cl)c(S(=O)(=O)Nc2ccccc2)c1 (configuration not stated),i,i,-10.1,i,i,i,i,i,i,i,i
COc1ccc(C(CC(=O)Nc2ccc(Cl)cc2F)NC(=O)C(F)(F)F)cc1 (configuration not stated),i,i,-10.3,i,i,i,i,i,i,i,i
COc1ccc(N2C(S)=C(C#N)C(=O)NC2c2ccco2)cc1 (configuration not stated),i,i,-8.2,i,i,i,i,i,i,i,i
O=C(Nc1ccc2oc(-c3ccc(Cl)c(Cl)c3)nc2c1)c1ncn[nH]1,i,i,-2.9,i,i,i,i,i,i,i,i
O=S1(=O)CCN(C(CCO)c2cccc(C(F)(F)F)c2)CC1 (configuration not stated),i,i,-4.1,i,i,i,i,i,i,i,i
O=C(Nc1ccc(NC(=O)c2ccccc2Cl)cc1)c1cccnc1,i,i,-7.0,i,i,i,i,i,i,i,i
O=C(O)CCCCc1nc2ccccc2s1,i,i,-8.6,i,i,i,i,i,i,i,i
C[C@@H]1ON(C2CCCCC2)[C@H]2c3nc4ccccc4n3C[C@@H]12,i,i,-2.9,i,i,i,i,i,i,i,i
Cc1ccc(C(=O)C(C)Oc2cccc(NC(=O)c3ccco3)c2)cc1 (configuration not stated),i,i,-18.3,i,i,i,i,i,i,i,i
CCC1(CC)Cc2ccccc2-c2nc(CN(C)C)[nH]c(=O)c21,i,i,1.1,i,i,i,i,i,i,i,i
O=C(CS(=O)(=O)c1ccccc1)N1CCCCC1,i,i,-8.7,i,i,i,i,i,i,i,i
O=C1CCC(C(=O)N2CCCCCC2)CN1CCc1ccc(Cl)cc1 (configuration not stated),i,i,-2.2,i,i,i,i,i,i,i,i
C=CCN(C(=O)CNC(=O)c1cccs1)C(C(=O)NC(C)(C)C)c1ccccc1 (configuration not stated),i,i,-10.0,i,i,i,i,i,i,i,i
CC1CCC(NS(=O)(=O)c2cccc3nsnc23)CC1 (configuration not stated),i,i,-6.7,i,i,i,i,i,i,i,i
c1cc(CNCCCN2CCOCC2)ccn1,i,i,-0.8,i,i,i,i,i,i,i,i
C/C(=N\Nc1ccccn1)c1ccc2c(c1)OCO2,i,i,-2.7,i,i,i,i,i,i,i,i
CC1CCCN(CC(=O)Nc2cc(Cl)ccc2Oc2ccccc2)C1 (configuration not stated),i,-11.4*,-4.5,i,i,i,i,i,i,i,i
COc1cccc(NC(=O)Nc2nnc(Cc3ccc(F)cc3)s2)c1,i,i,-3.2,i,i,i,i,i,i,i,i
COc1ccccc1NS(=O)(=O)c1ccc(O)c(C(=O)OCC(=O)c2ccc(Cl)cc2Cl)c1,i,i,-5.2,i,i,i,i,i,i,i,i
Cn1nc(C(=O)Nc2nc(-c3ccc(F)cc3)cs2)ccc1=O,i,i,-14.0,i,i,i,i,i,i,i,i
COC(=O)/C=c1\sc2ncnn2c1=O,i,i,-9.1,i,.,11.4*,i,i,i,i,i
O=C1COc2ccc(C(=O)COC(=O)CNC(=O)c3ccco3)cc2N1,i,i,-10.2,i,i,i,i,i,i,i,i
CCOC(=O)c1ccc(NC(=O)Cn2cnc(S(=O)(=O)N3CCCC3)c2)cc1,i,i,-12.2,i,i,i,i,i,i,i,i
CCN(C(=O)c1ccc(C(C)(C)C)cc1)c1nnc(Cn2nnc3ccccc32)s1,i,i,-20.5,i,i,i,100*,i,i,i,7*
O=c1nc2ccccc2c2n1CC(CN1CCN(c3ccccc3F)CC1)N2 (configuration not stated),i,i,-4.4,i,i,i,i,i,i,i,i
COc1ccc(S(=O)(=O)N2CCC(n3cnc4ccccc43)CC2)cc1,i,i,-5.1,i,i,i,i,i,i,i,i

(cont.)
SMILES,MrgX1 agonist,KCNK3 inh,hERG protect,KCNQ1 pot,TMEM16A act,RGS4 block,TMEM16A inh,KCNK9 inh,RGS4 pot,MrgX1 allo act,KCNQ1 block
O=C(O)c1ccc(/C=C2\SC(=Nc3ccccc3)N(c3ccccc3)C2=O)cc1,i,i,-3.9,i,i,i,i,i,i,i,i
CCN(CC)CCn1c(NC(=O)c2ccccc2O)nc2ccccc21,i,i,-16.1,i,i,i,i,i,i,i,i
COc1cccc(CNS(=O)(=O)c2ccc3c(c2)N(C)CCO3)c1,i,i,-6.0,i,i,i,i,i,i,i,i
COc1ccccc1NC(=O)CCN1CCCCCC1,i,i,1.6,i,i,i,i,i,i,i,i
CC(C)c1nnc(SCC(=O)N2CCOCC2)n1C,i,i,-3.2,i,i,i,i,i,i,i,i
Cc1ccc(S(=O)(=O)N2CCCC2C(=O)OCC(=O)Nc2ccc3c(c2)OCO3)cc1 (configuration not stated),i,i,-16.5,i,i,i,i,i,i,16.8*,i
Cc1ccc(CS(=O)Cc2ccc(C(=O)NCc3ccccc3Cl)o2)cc1 (configuration not stated),i,i,-7.2,i,i,i,i,i,i,i,i
CCOc1cc(/C=N/Nc2nncc(-c3ccccc3)n2)ccc1O,i,i,-6.1,i,i,i,i,i,i,i,i

Compound activity: PubChem, Johns Hopkins Ion Channel Center

Random draw from the library; 6.3% or so of the library scored in one or more.
